Pin1 inhibitor = inhibitors of human Pin1; Q13526; Pin1 FP peptide displacement, HiFluor488, 10 min; Potency, µM (doses to about 115 µM), without a hit: at the highest dose activity, negative = inhibition, most hits filed as inhibitors; 390,000 compounds, 0.009% hits; AID 504891; active means well fitted inhibition curve with a large enough effect in the polarisation, with a control signal flat, not every such curve was filed as active; inconclusive means small, poorly fitted or top-dose-only effect, or effect the other way, or a change in a side signal; inactive means no such curve, though single readings can be large or run the other way; the % refers to the polarisation; further: potency means the concentration at half of the fitted maximal effect; on the % scale 0 is the no-effect control and ±100 the full control effect
Target sequence (Q13526 whole entry, looked up): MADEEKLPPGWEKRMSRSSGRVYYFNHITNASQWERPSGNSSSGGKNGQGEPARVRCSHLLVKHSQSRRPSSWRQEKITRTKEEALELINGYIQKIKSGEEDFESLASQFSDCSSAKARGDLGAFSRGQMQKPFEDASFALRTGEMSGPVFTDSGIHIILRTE
GLS inh = glutaminase GLS (human) inhibition; O94925; GLS enzymatic activity, qHTS titration; Potency, µM (series often up to 45.5 µM), for the others: at the highest dose activity change, negative = inhibition, most hits filed as inhibitors; 410,000 compounds, 0.21% hits; AID 624170; further: potency means the concentration at half of the fitted maximal effect; on the % scale 0 is the no-effect control and ±100 the full control effect
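hKGA; 45 mM KH2PO4 pH 8.2 + 0.02% Tween-20; cpd via pin tool; 1 mM Gln soln; GluOx/HRP/Amplex Red; RT 30 min; fluor. t0 & final.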
PI4K2A inh = inhibitors of human PI4K2A; Q9BTU6; activity change, negative = inhibition, % at 76.9 µM; 420,000 compounds, 0.13% hits; purified PI4K2A, ADP-Glo luminescence, 1 h; hits give low values; in the data active means activity change below about -50%; inconclusive means mostly about -30% to -49%;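 further: -100% = wells without enzyme as full effect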
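Compounds are screened against recombinant PI4K2A using PI as substrate and ATP, the latter dispensed at 300 microM. Reactions run one hour at ambient temperature before ADP-Glo detection; full inhibition defined by wells lacking enzyme.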
JMJD2A Tudor inh = inhibitors of human JMJD2A Tudor domain | AlphaScreen JMJD2A-Tudor / H3K4me3 peptide binding | Potency, µM (titrated, usually from 114 µM), for the others: at the highest dose activity change, negative = inhibition, usual class: inhibitors | 390,000 compounds, 4.4% hits | AID 504339; further: potency means the concentration at half of the fitted maximal effect; on the % scale 0 is the no-effect control and ±100 the full control effect; nearly all actives have a fitted effect of over 50% in size
HP1b chromo inh = HP1-beta chromodomain-methylated histone interaction inhibition. AlphaScreen HP1-beta / biotin-H3K9me3 peptide binding. 390,000 compounds, 0.56% hits. Potency, µM (doses to about 114 µM), inactives show at the highest dose activity change, negative = inhibition, hits mostly inhibitors. AID 540317; further: potency means the concentration at half of the fitted maximal effect; nearly all actives have a fitted effect of over 70% in size; inactives centre near 23
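HP1-beta protein (50 nM final) preincubated 30 min at room temperature with biotinylated H3(1-18)K9me3 peptide (50 nM) in PBS pH 7.4, 0.01% Tween-20, then compound added for 30 min. AlphaScreen streptavidin donor/nickel chelate acceptor beads (10 ug/mL final), 30 min dark, luminescence read.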
Tb PGK inh = T. brucei PGK inhibition | PGK/GAPDH coupled, Kinase-Glo luminescence, 60 min | Potency, µM (top dose mostly 57.5 µM), without a hit: top-dose activity change, negative = inhibition, hits mostly inhibitors | 380,000 compounds, 0.043% hits | AID 602233; further: potency means the concentration at half of the fitted maximal effect; on the % scale 0 is the no-effect control and ±100 the full control effect; nearly all actives have a fitted effect of over 60% in size
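Luminescent ATP detection (Kinase-Glo Plus) follows a 60-minute room-temperature incubation, with wells lacking PGK as controls. Buffer: 100 mM TEA (pH 7.6), 5 mM MgCl2, 0.01% Tween-20. Coupling enzyme GAPDH (100 nM final) supplies unstable 1,3-BPG in-well.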
Pol eta inh = blocks human DNA polymerase eta activity | recombinant Pol eta, fluorescent DNA replication assay | AID 588591 | Q9Y253 | 390,000 compounds, 1.2% hits | Potency, µM (highest dose often 114 µM), for inactives: at the highest dose activity change, negative = inhibition, actives largely listed as inhibitors; further: potency means the concentration at half of the fitted maximal effect; on the % scale 0 is the no-effect control and ±100 the full control effect
Target sequence (Q9Y253 whole entry, looked up): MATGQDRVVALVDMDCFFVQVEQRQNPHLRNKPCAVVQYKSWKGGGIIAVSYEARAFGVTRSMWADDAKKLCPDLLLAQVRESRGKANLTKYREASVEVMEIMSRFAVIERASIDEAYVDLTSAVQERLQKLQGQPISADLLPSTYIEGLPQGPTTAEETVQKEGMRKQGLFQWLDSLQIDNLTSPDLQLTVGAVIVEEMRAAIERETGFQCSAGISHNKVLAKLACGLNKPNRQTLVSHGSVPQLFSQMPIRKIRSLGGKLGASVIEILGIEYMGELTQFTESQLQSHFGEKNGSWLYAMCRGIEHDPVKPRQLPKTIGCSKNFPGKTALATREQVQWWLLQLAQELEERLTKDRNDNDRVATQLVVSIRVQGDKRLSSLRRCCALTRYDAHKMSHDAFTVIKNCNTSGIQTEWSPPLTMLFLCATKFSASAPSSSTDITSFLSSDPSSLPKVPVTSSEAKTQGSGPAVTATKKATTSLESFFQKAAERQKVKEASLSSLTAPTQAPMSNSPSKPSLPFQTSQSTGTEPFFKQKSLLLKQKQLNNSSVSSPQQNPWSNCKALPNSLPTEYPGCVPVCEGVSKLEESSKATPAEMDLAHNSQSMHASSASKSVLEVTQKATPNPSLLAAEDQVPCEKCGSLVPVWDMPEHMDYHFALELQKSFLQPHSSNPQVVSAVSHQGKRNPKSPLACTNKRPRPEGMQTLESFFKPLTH
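Pol eta (10 nM) was preincubated with compounds for 15 min at room temperature, after which fluorescent replication substrate (50 nM final) was added to start the reaction. Fluorescence was read kinetically at 0 and 10 min.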
BAZ2B inh = inhibitors of human BAZ2B bromodomain. Q9UIF8. AlphaScreen BAZ2B-H3K14Ac peptide displacement. Potency, µM (top dose mostly 114 µM), for inactives: at the highest dose activity change, negative = inhibition, actives largely listed as inhibitors. 360,000 compounds, 4.4% hits. AID 504333; further: potency means the concentration at half of the fitted maximal effect; on the % scale 0 is the no-effect control and ±100 the full control effect; nearly all actives have a fitted effect of over 60% in size
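Compounds, titrated to a top concentration of 110 uM, were incubated 30 min at room temperature with preformed BAZ2B/acetyl-K14 H3 peptide complex (50 nM each). Proximity signal was measured by AlphaScreen after 20 min with beads.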
G9a inh = inhibitors of human histone lysine methyltransferase G9a; Q96KQ7; G9a H3K9 monomethylation, AlphaScreen, 2 h; Potency, µM (highest dose often 102 µM), for the others: at the highest dose activity, negative = inhibition, hits mostly inhibitors; 350,000 compounds, 8.8% hits; further: potency means the concentration at half of the fitted maximal effect; on the % scale 0 is the no-effect control and ±100 the full control effect; nearly all actives have a fitted effect of over 75% in size
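Signal arises when biotinylated H3K9 peptide, once monomethylated, bridges streptavidin donor and antibody-captured acceptor beads. Enzyme at 20 nM was preincubated 15 min with test compounds; peptide 500 nM and SAM 20 uM then reacted for 2 h.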
* = called active by the depositor; i = inactive; u = inconclusive; x = no result given; & = joins results of further samples; [ ] = another dose, or the depositor's remark. Unless noted, the call rests on the fitted dose curve; in most records, active means well fitted curve in the direction sought with a large enough effect; inconclusive means small, poorly fitted or top-dose-only effect, or another doubt; inactive means no such curve, though single readings can be large; an effect the other way counts as inactive or inconclusive. This is a subset; the hit share may differ from the screen's.

1. Cc1cc(C)nc(S/C=C/C(=O)c2ccccc2F)n1
2. O=C(COc1coc(CN2CCc3ccccc32)cc1=O)NCCc1ccccc1
3. CC(C)[C@H](NC(=O)c1ccccc1)C(=O)OCC(=O)Nc1sccc1C(N)=O
4. CC(C)(C)C1CCC2(CC1)NC(CO)(CO)CO2 (centres undefined)
5. CCC(NC(=O)C1CCCC1)c1ccccc1 (centres undefined)
6. CC(C)c1c(C(=O)N/N=C/c2ccc(Cl)cc2Cl)nnn1-c1nonc1N
7. CCOC(=O)c1ccc(NC(=S)N2CCC(C(N)=O)CC2)cc1
8. CN(C)c1nc(Oc2ccc(/C=N/O)cc2)nc(N(C)C)n1
9. CC1=C(C(=O)Nc2ccc(CC(=O)NCc3ccccc3C)cc2)SCCO1
10. NS(=O)(=O)c1cnccc1Nc1cccc(F)c1
Compound | 1 | 2 | 3 | 4 | 5 | 6 | 7 | 8 | 9 | 10
Pin1 inhibitor | 23% | -2% | -2% | -1% | -12% | 11% | 2% | u | 5% | -2%
HP1b chromo inh | 37% | 18% | 10% | 55%[activator] | 13% | 25% | 23% | 15% | 47%[activator] | 17%
Pol eta inh | -4% | u | -10% | -20% | 3% | -3% | -8% | -11% | -15% | 9%
JMJD2A Tudor inh | u | -23% | -23% | 3% | -5% | -10% | -4% | -15% | -16% | -8%
G9a inh | 14µM* | -42% | x | 22%[59 µM] | x | -4% | 22%[59 µM] | -5%[59 µM] | 23% | x
Tb PGK inh | -9% | 0% | -5% | -7% | 5% | -6% | 8% | -6% | 10% | -2%
BAZ2B inh | -17% | u | x | -22% | x | -4% | -4% | x | u | x
GLS inh | -4% | 16% | -5% | -8% | 6% | -1% | 24% | 16% | 5% | -6%
PI4K2A inh | -12 | -3 | 24 | -9 | 3 | 0 | 2 | 7 | -4 | 2

11. CC(=O)c1ccc(NC(=O)CCCC(=O)c2ccccc2)cc1
12. CCOC(=O)C1=C(COC(=O)CCNS(=O)(=O)c2ccc(NC(C)=O)cc2)NC(=O)NC1C (centres undefined)
13. Cc1csc(=O)n1CCC(=O)OCC(=O)NCc1ccccc1
14. CC1CCCCC1NC(=O)C1CCC(CNS(=O)(=O)c2ccccc2)CC1 (centres undefined)
15. Cc1nnc(NC(=O)c2ccc3c(c2)NC(=O)CS3)s1
16. COc1ccc(CNC(=O)CSc2nc3ccsc3c(=O)n2Cc2ccccc2Cl)cc1
17. O=[N+]([O-])c1sccc1CS(=O)(=O)c1ccccc1
18. Cc1nc2c(s1)sc1ccccc12
19. CCCCOc1ccc(C2CCC(C(C)=O)C(C)C2)cc1 (centres undefined)
20. COc1ccc(-c2cc(C(=O)N3CCN(Cc4ccc5c(c4)OCO5)CC3)on2)cc1OC
Compound | 11 | 12 | 13 | 14 | 15 | 16 | 17 | 18 | 19 | 20
Pin1 inhibitor | 0% | -6% | x | 0% | -1% | 11% | 1% | -4% | -1% | -8%
HP1b chromo inh | 46%[activator] | 11% | x | 12% | 13% | 17% | 26% | 76%[activator] | 160%[activator] | -16%
Pol eta inh | -9% | -5% | 6% | -7% | 0% | -7% | -14% | 8% | -2% | -20%
JMJD2A Tudor inh | 2% | -8% | x | -10% | -16% | -10% | -20% | -2% | 112%[activator] | 20µM*
G9a inh | -3%[12.7 µM] | -18% | x | -2% | -3%[12.7 µM] | 8%[59 µM] | x | 38% | x | -12%
Tb PGK inh | -2% | -4% | 1% | 5% | 0% | 2% | 10% | -7% | 0% | -7%
BAZ2B inh | 0% | -1% | x | 5% | -6% | 0% | -7% | 22% | 44%[activator] | u
GLS inh | 1% | 1% | 0% | 0% | -1% | 3% | -2% | 0% | 0% | u
PI4K2A inh | 3 | 1 | 1 | 3 | 3 | 1 | 8 | -2 | 1 | -2

21. COc1cccc(NC(=O)Cn2nnc(C(=O)NCCc3ccccc3)c2N)c1
22. NC(=O)CC(NC(=O)c1ccccc1)c1ccc(NCC2CC2)c([N+](=O)[O-])c1 (centres undefined)
23. Cc1ccc2nc(N3CCN(C(=O)c4cccs4)CC3)c(C#N)cc2c1
24. COc1cc2[nH]c(=S)nc(NCc3ccc(C)cc3)c2cc1OC
25. CCCCn1c(=O)c(CCC(=O)OCC(=O)NC(=O)NCCC(C)C)nc2ccccc21
26. Cc1ccc(CNC(=O)CCSCc2ccc(C)cc2)cc1
27. Cn1c(N)c(C(=O)COC(=O)c2ccccc2C(=O)c2ccc(Cl)c([N+](=O)[O-])c2)c(=O)n(C)c1=O
28. CCOC(=O)C1C(=O)C=C(c2ccccc2)CC1c1ccccc1 (centres undefined)
29. Cn1nc(C(C)(C)C)c([N+](=O)[O-])c1C(=O)Nc1cccc2ccccc12
30. CCCCC(CC)C(=O)Nc1ccc(C)c(O)c1 (centres undefined)
Compound | 21 | 22 | 23 | 24 | 25 | 26 | 27 | 28 | 29 | 30
Pin1 inhibitor | 25% | u | 36%[activator] | 1% | -5% | -3% | 2% | -5% | -2% | -2%
HP1b chromo inh | 16%&37% | 18% | 102%[activator] | 60%[activator] | 24% | 37% | 17% | 29%[57 µM] | 60%[activator] | -13%
Pol eta inh | 8%&-17% | -14% | 1% | -15% | -1% | -16% | -18% | -12% | u | -4%
JMJD2A Tudor inh | -33%&-30% | -25% | 44%[activator] | -7% | -20% | 2% | -26% | 26% | -2% | 50µM*
G9a inh | 24% | -1%[12.7 µM] | 49% | -15% | 2% | -3% | x | x | 1% | x
Tb PGK inh | 4% | 0% | i | x | i | 2% | -1% | 7% | -10% | -1%
BAZ2B inh | -19% | 1% | 41%[activator] | 3% | 14% | 8% | x | x | -16% | -5%
GLS inh | 6%&-7% | -1% | -15% | -6% | -1% | -6% | -2% | 3% | -9% | -1%
PI4K2A inh | -2&-4 | -3 | -9 | 0 | 5 | 4 | 15 | -1 | 7 | 4

31. C=CCN(c1ccccc1)S(=O)(=O)c1cccc(C(=O)Nc2nc3ccccc3[nH]2)c1
32. NN=C1C(=O)c2cccc3cccc1c23
33. CCOC(=O)c1c(NC(=O)CSc2ncn[nH]2)sc(C(=O)NC)c1C
34. Cc1ccc2c(=O)c(C(=O)c3cccc(Cl)c3)cn(CC(=O)NC3CCCCC3)c2n1
35. Cc1ccc(S(=O)(=O)Oc2ccccc2/C=C2/SC(=O)NC2=O)cc1
36. CC(=O)c1ccc(C#CC(C)(C)O)s1
37. COC(=O)CSC1=C(C#N)C(c2cccc(F)c2)CC(=O)N1 (centres undefined)
38. CNc1nc(C)c(C(=O)c2ccc(Cl)cc2)s1
39. C[C@H]1NC(=O)[C@]2(C)[C@@H](c3ccccc3)[C@H]3COc4ccccc4[C@@H]3N2C1=O
40. O=C(COC(=O)c1ccc(Cl)nc1)NCc1ccc2c(c1)OCO2
Compound | 31 | 32 | 33 | 34 | 35 | 36 | 37 | 38 | 39 | 40
Pin1 inhibitor | 64%[activator] | -7% | 1% | 60%[activator] | 0% | 3% | 1% | -1% | 2% | -4%
HP1b chromo inh | 18% | -21%[57 µM] | 32% | 78%[activator] | 45%[activator] | 36% | 12% | 18% | 12% | 14%
Pol eta inh | -19% | -3% | -14% | 6% | -16% | -22% | 1% | 8% | -16% | 0%
JMJD2A Tudor inh | -16% | u | -23% | -12% | 10%[57.1 µM] | -21% | -16% | -4% | -32% | -28%
G9a inh | 17%[59 µM] | x | x | 3%[59 µM] | x | 13µM* | x | 15%[2.33 µM] | x | 6%[59 µM]
Tb PGK inh | 1% | -5% | 0% | i | -2% | 5% | 0% | -6% | 2% | i
BAZ2B inh | -3% | x | -5% | 0% | -11% | -4% | 0% | 1% | x | u
GLS inh | 0% | -2% | 4% | 0% | -20% | 0% | 1% | 10% | 1% | 4%
PI4K2A inh | -4 | 9 | 4 | 1 | -2 | -8 | 11 | -1 | -2 | 2

41. O=C(C[n+]1cccc(CO)c1)Nc1nc2ccccc2s1
42. O=C(OC(C(=O)NCc1cccs1)c1ccc(F)cc1)c1ccco1 (centres undefined)
43. COCCNC(=O)c1ccc(CS(=O)(=O)c2ccc(C)cc2)o1
44. O=c1cc(-c2cccc(Br)c2)oc2cccc(O)c12
Compound | 41 | 42 | 43 | 44
Pin1 inhibitor | -2% | 12% | 2% | -4%
HP1b chromo inh | 23% | 61%[activator] | 29% | 26%
Pol eta inh | -3% | -12% | -1% | -20%
JMJD2A Tudor inh | -20% | 18%[57.1 µM] | 6% | -9%
G9a inh | -19% | -10%[12.7 µM] | u | 14%[12.7 µM]
Tb PGK inh | -1% | i | i | -2%
BAZ2B inh | -17% | 6% | 3% | -3%
GLS inh | -1% | 0% | 0% | 3%
PI4K2A inh | 2 | -1 | 9 | -2

Assay outcomes as filed in PubChem BioAssay.
